# Abeta rescue = qHTS for compounds that reverse cellular toxicity of Amyloid beta (A-beta) peptide in yeast: Primary Screen | yeast expressing A-beta42, growth rescue, OD600, 48 h; response scale: 0% DMSO, 100% iron-clioquinol control | Potency, µM (top dose mostly 46.1 µM), without a hit: top-dose growth rescue, hits mostly activators | hit rate 0.063% among 410,000 | AID 1347071, 2019; note: potency is the fitted concentration of half-maximal effect; nearly all actives have a fitted effect of over 55% in size
#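 Yeast growth medium received pinned compounds, then yeast cells expressing toxic A-beta were added; plates incubated at 30 C for 48 hr. Growth read as absorbance at 600 nm, normalized to DMSO and equimolar FeCl3 plus clioquinol controls.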
# PTHR1 ag = qHTS for PTHR1 Agonists: Primary Screen; Potency, µM (top dose mostly 115 µM), for inactives: at the highest dose activation, hits mostly activators; HEK293 GP2 PTHR1 cells, GloSensor cAMP luminescence, 1 h; Parathyroid hormone/parathyroid hormone-related peptide receptor (Homo sapiens), Q03431; AID 743266, 2014; hit rate 0.075% among 410,000; note: potency is the fitted concentration of half-maximal effect; nearly all actives have a fitted effect of over 55% in size; some results filed as inactive show a strong effect at the top dose; inactives centre near -15; many of its hits are not listed in these tables
# Target sequence (Q03431 whole entry, looked up): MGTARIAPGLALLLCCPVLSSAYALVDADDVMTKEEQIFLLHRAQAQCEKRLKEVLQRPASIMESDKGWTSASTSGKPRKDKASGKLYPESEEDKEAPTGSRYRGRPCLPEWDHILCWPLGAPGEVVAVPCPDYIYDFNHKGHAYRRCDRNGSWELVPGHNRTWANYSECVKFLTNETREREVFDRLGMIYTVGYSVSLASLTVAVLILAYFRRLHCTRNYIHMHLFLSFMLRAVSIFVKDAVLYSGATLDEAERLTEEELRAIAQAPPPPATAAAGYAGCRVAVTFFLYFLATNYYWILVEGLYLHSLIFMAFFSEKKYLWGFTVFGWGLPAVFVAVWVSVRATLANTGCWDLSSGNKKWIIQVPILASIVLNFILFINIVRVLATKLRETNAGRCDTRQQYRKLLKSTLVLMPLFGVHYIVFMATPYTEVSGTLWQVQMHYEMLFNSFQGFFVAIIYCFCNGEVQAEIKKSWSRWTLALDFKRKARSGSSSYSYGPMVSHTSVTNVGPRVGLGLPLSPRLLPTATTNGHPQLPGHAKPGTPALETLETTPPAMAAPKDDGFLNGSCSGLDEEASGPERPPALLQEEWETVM
#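 HEK-293-derived GP2 cells expressing PTHR1 and a GloSensor cAMP reporter, 3,000/well, plated overnight, given luciferin plus IBMX (each 0.5 mM as added) for 1 h at 37 °C, then compound for 1 h at 37 °C. Luminescence was read after 15 min at room temperature.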
# GLP1R cytotox = qHTS of GLP-1 Receptor Inverse Agonists: Cytotox Screen | HEK293 cAMP-luciferase reporter cells, luminescence, 24 h | Potency, µM (series often up to 38.3 µM), without a hit: at the highest dose activity change, negative = inhibition, actives largely listed as inhibitors | hit rate 0.13% among 410,000 | AID 624418, 2012;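 note: loss of luciferase light is scored as toxicity; potency is the fitted concentration of half-maximal effect; % is set by controls: 0 for no effect and ±100 for the full control effect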
#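 Quantitative HTS format, 1536 wells, 200 cells/uL seeded. Compounds: 23 nL, 24 h, 37 °C. Detection: luciferase reagent, luminescence at 12 min RT; decreased signal taken as cytotoxic.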
# GLP1R inv ag = qHTS of GLP-1 Receptor Inverse Agonists (Inhibition Mode); Glucagon-like peptide 1 receptor (Homo sapiens), P43220; HEK293 GLP-1R CRE-luciferase, luminescence, 24 h; GLP-1R form is constitutively active; Potency, µM (highest dose often 38.3 µM), without a hit: top-dose activity change, negative = inhibition, most hits filed as inhibitors; hit rate 1.6% among 410,000; note: potency is the fitted concentration of half-maximal effect; % is set by controls: 0 for no effect and ±100 for the full control effect; nearly all actives have a fitted effect of over 55% in size
# Target sequence (P43220 whole entry, looked up): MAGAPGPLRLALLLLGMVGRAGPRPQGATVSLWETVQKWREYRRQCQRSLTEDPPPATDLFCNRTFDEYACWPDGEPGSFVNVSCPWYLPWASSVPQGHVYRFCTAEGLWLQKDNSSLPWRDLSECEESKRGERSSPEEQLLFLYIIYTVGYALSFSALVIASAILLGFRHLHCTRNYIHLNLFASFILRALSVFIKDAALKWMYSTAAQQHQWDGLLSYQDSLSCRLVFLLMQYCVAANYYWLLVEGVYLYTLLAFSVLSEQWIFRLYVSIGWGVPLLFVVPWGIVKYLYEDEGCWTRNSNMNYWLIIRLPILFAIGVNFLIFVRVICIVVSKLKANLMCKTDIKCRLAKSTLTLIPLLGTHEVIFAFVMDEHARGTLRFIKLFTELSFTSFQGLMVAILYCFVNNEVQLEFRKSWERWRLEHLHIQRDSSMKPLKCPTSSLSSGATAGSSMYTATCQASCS
#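 HEK293 cells stably co-expressing a cAMP-responsive luciferase reporter and constitutively active GLP-1R were seeded, incubated 12 h, then exposed to compounds for 24 h at 37 C. Luminescence was read 12 min after detection reagent; inverse agonists lower signal.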
# TDP-43 yeast inh = qHTS of TDP-43 Inhibitors | Potency, µM (top dose mostly 46.1 µM), without a hit: at the highest dose growth rescue (activation), hits mostly activators | hit rate 1.8% among 410,000 | TDP-43 expressing yeast growth rescue, BacTiter-Glo, 24 h; note: potency is the fitted concentration of half-maximal effect; % of control where 0% means no effect; nearly all actives have a fitted effect of over 50% in size
#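 Galactose-induced TDP-43 yeast, OD600=0.02, compound pinned; 24 hr, 30 deg C; BacTiter-Glo luminescence for growth. Inhibitors of TDP-43 toxicity read as activators.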
# pAkt inh = HTS Assay for Inhibitors of Akt Phophorylation: Primary Screen | Neuro2A IGF-stimulated pAkt S473 HTRF, 20 min; hits give low values | activity change, % for hits at 50 µM | hit rate 0.32% among 360,000; in the data active = activity change below about -80%; inconclusive = mostly about -51% to -80%; note: % is set by controls: 0 for no effect and ±100 for the full control effect
#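 Neuro2A cells (4,500/well, DMEM with 0.5% FBS) were treated with compound at a single 50 µM final concentration, stimulated with 6 nM IGF for 20 min at 37 °C, and lysed. Phospho-Akt Ser473 was read by HTRF as 665/615 ratio ×10^4.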
# aSyn rescue = qHTS of alpha-syn Inhibitors; Yeast expressing alpha-synuclein, growth rescue, BacTiter-Glo, 24 h; hit rate 0.14% among 370,000; Potency, µM (series often up to 46.1 µM), inactives show top-dose growth rescue (activation), most hits filed as activators; AID 652106, 2013; note: potency is the fitted concentration of half-maximal effect; % of control where 0% means no effect; nearly all actives have a fitted effect of over 65% in size
#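 Galactose-induced alpha-syn yeast (OD600=0.02, raffinose-pregrown) + pinned cpd, 24 hr, 30 deg C; growth by BacTiter-Glo luminescence. Growth restoration scores as activation.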
# MmCpn inh = Inhibitors of TCP-1 ring complex (TRiC) of Methanococcus maripaludis (MmCpn): qHTS. purified Mm-Cpn ATPase, ADP Transcreener TR-FRET. Potency, µM (titrated, usually from 76.9 µM), for inactives: at the highest dose activity, negative = inhibition, actives largely listed as inhibitors. hit rate 0.031% among 330,000; note: potency is the fitted concentration of half-maximal effect; % is set by controls: 0 for no effect and ±100 for the full control effect; nearly all actives have a fitted effect of over 80% in size
#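 25 nM Mm-CPN + cpd, 10 min 37°C; + 10 uM ATP, 30 min 37°C; buffer 30 mM Tris pH 7.4, 100 mM KCl, 5 mM MgCl2, 1 mM DTT; Transcreener ADP HTRF detection 30 min RT.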
# FUS yeast rescue = qHTS for Suppressors of FUS Proteinopathy: Primary screen using FUS-linked yeast assay; S. cerevisiae FUS-expressing, growth rescue, OD600, 24 h; Potency, µM (top dose mostly 76.6 µM), for inactives: at the top dose growth rescue (activation), actives largely listed as activators; hit rate 0.24% among 390,000; AID 1347120, 2019;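 note: potency is the fitted concentration of half-maximal effect; plate controls were DMSO vehicle for no effect and reference control for full effect; nearly all actives have a fitted effect of over 55% in size; some results filed as inactive show a strong effect at the top dose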
#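 FUS-expressing yeast, raffinose-pregrown, induced in 2% galactose minimal medium at OD 0.005; compounds in a dilution series, 24hr at 30C. Growth restoration read as absorbance at 600 nm. CP55940 positive control, DMSO negative.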
# Starred values were filed as active, the others as inactive; i = inactive; ? = inconclusive; . = no result given; & = joins results of further samples; [ ] = dose if it differs, or a comment. Unless noted, calls come from the whole dose curve; as a rule, active = well fitted curve in the direction sought with a large enough effect; inconclusive = small, poorly fitted or top-dose-only effect, or another doubt; inactive = no such curve, though single readings can be large; an effect the other way counts as inactive or inconclusive. A portion of the library. The share of hits here may be higher or lower than overall.
# Order of results – Abeta rescue, PTHR1 ag, GLP1R cytotox, GLP1R inv ag, TDP-43 yeast inh, pAkt inh, aSyn rescue, MmCpn inh, FUS yeast rescue
NS(=O)(=O)c1ccc(CCNC(=O)c2ccc(CS(=O)(=O)c3ccc(Br)cc3)o2)cc1
→ 0.7%, -16.4%, -1.7%, 3.4%, -7.1%, i, 0.8%, 1.7%, 9.2%
COc1ccc(NC(=O)c2c(C(=O)Nc3ccccc3)sc3nc(C)cc(=O)n23)cc1
→ -7.7%, i, -0.5%, 7.2%, 5.7%, ., ., ., 4.4%
COc1ccc(/C(C)=N/NC(=O)C2CC2)cc1
→ 6.3%, i, 0.4%, 19.4%, -8.0%, i, 1.7%, -0.6%, 3.2%
CC(=O)Nc1ccc(S(=O)(=O)NCc2ccc(C(=O)NCc3ccc4c(c3)OCO4)cc2)cc1
→ 19.6%, i, -14.0%, 18.0%, 2.4%, i, -1.4%, -1.4%, 42.8%
Cc1ccc(COc2ccc(C(=O)NN)cc2)cc1
→ -39.0%[inhibitor], -14.0%, -10.3%, 19.9%, 15.8µM*, i, -11.0%, 2.8%, -3.2%
Cc1c(O)c(CN2CCCCC2)cc2c3c(c(=O)oc12)CCC3
→ 13.4%, -11.2%[57.5 µM], 203.1%[activator], 2.4%, 0.0%, i, 4.7%, -5.6%, 20.5%
CNC(=O)c1ccc(Nc2nnc(-c3ccc(C)c(S(=O)(=O)N4CCCCC4)c3)c3ccccc23)cc1
→ -9.4%, -23.9%, 11.2%, 10.2%, 10.2%, ., ., ., -8.8%
COc1cc(OC)c(OC)cc1CNCc1ccco1
→ -8.9%, ?, -9.2%, -7.2%, -8.2%, i, -6.2%, -2.4%, 24.8%
Cc1cc2oc(=O)cc(COC(=O)Cn3cnnn3)c2cc1C(C)C
→ -7.2%, i, -6.8%, 8.0%, 24.7%, i, -10.2%, 0.3%, 12.9%
CCOC(=O)c1ccc(NC2c3ccccc3C(=O)N2c2cccnc2)cc1 (stereo not given)
→ 7.1%, -2.2%, -8.3%, -28.3%, 14.0%, i, 3.1%, -0.5%, 6.3%
CN1CCSc2ccc(C(=O)NCc3ccccc3)cc21
→ -5.5%&-8.5%, i, 25.2%&16.1%, ?, ?, i, -2.9%, -13.2%, -8.6%&13.3%
O=C(Cc1ccc(Br)cc1)NNC(=O)c1cccs1
→ -8.9%, -11.4%, 3.4%, 2.8%, -18.4%, i, -0.4%, 2.5%, -9.8%
COc1ccc(C(=O)Nc2ccc(-c3cn4ccsc4n3)cc2)cc1S(=O)(=O)N1CCOCC1
→ 5.4%, -5.2%[57.5 µM], 1.9%, 58.5%[activator], 18.0%, i, -8.7%, -24.0%, 31.4%
CN(C)CCn1c2c(c(SCC(=O)Nc3ccccc3C(F)(F)F)nc1=O)CCCC2
→ 1.4%, -13.3%, -5.2%, -18.7%, 17.0%, i, 0.4%, -1.4%, 6.7%
Cc1cccc(C)c1N(CC(=O)N/N=C/c1cc(Br)c(C)o1)S(C)(=O)=O
→ -13.3%, -18.0%, 5.4%, -35.0%, 11.2%, i, -0.4%, 0.6%, .
COC(=O)c1cc(NC(=O)c2ccoc2C)cc(C(=O)OC)c1
→ 13.7%, i, -26.8%, ?, 18.8%, i, -1.4%, -0.9%, 10.1%
Cc1c(Cl)cccc1NC(=O)CCN1CCN(C)CC1
→ 9.4%, -7.2%, 0.3%, 15.8%, 16.6%, i, -8.2%, 1.0%, -19.3%
OCc1cn(-c2ccccc2)nc1-c1ccc(Br)cc1
→ 1.4%, -10.5%, 2.8%, ?, 27.5%, i, 1.6%, 0.5%, -9.0%
CCc1nc2nc(C)cc(Nc3cc(C)ccc3C)n2n1
→ -16.6%, i, 1.8%, -11.2%, 20µM*, ., ., ., -20.9%
COc1ccc2c(c1)[nH]c1c(=O)n(Cc3ccco3)cnc12
→ 7.5%, -11.8%, -27.9%, 0.9%, 13.7%, i, 1.0%, 0.9%, .
COc1ccc(S(=O)(=O)NC2CCSc3ccccc32)cc1OC (stereo not given)
→ 0.9%, i, 8.4%, 16.4%, -1.9%, i, 14.8%, 0.7%, 7.8%
COc1ccc(C(CNC(=O)c2ccc(Br)o2)N2CCN(C)CC2)cc1 (stereo not given)
→ 6.4%, i, 2.2%, -24.7%, -1.6%, i, -3.3%, 1.4%, 11.2%
Cc1cc(C(C2C(=O)CC(C)(C)CC2=O)C2C(=O)CC(C)(C)CC2=O)cc(C)c1OC(F)F
→ -12.8%, -1.7%, -0.8%, -18.1%, -9.3%, i, -2.7%, -4.6%, 31.4%
COc1ccc(C(C)(C)C)cc1NC(=O)COC(=O)CN1C(=O)NC2(CCCCC2C)C1=O (stereo not given)
→ -3.9%, i, -0.5%, 5.3%, 15.2%, i, 7.9%, -2.5%, 37.1%
O=C(Nc1ccc(S(=O)(=O)N2CCCC2)cc1)c1cnccn1
→ 8.8%, -16.8%, -10.0%, 13.5%, -13.5%, i, 3.2%, -0.2%, 1.6%
CN(C)S(=O)(=O)c1cccc(NC(=S)NC2CCCCC2)c1
→ 14.4%, -5.1%, -6.0%, 11.2µM*, ., i, -9.4%, -21.4%, 6.2%
C=CCn1c(C(C)NC(=O)c2cccc(C)c2)n[nH]c1=S (stereo not given)
→ -6.9%, i, 1.5%, 0.2%, -9.6%, i, -0.3%, 0.4%, -29.5%
COc1cc(CCC(=O)N2CC(C)OC(C)C2)cc(OC)c1OC (stereo not given)
→ -0.3%, -6.4%, -10.4%, 17.1%, -6.5%, i, -0.4%, -0.6%, 14.1%
CN1CCN(S(=O)(=O)c2ccc3ccccc3c2)CC1
→ 19.1%, -18.1%, 2.5%, -11.0%, 19.0%, i, 4.2%, -0.8%, -15.7%
O=C(CN1C(=O)COc2ccc(S(=O)(=O)NC3CCCC3)cc21)Nc1ccc(F)c(Cl)c1
→ 6.3%, -36.5%[inhibitor], -29.5%, ?, -3.6%, ., ., ., 20µM*
Cc1ccc2c(=O)c(C(=O)c3cccc(Cl)c3)cn(CC(=O)NCc3ccccc3)c2n1
→ -11.4%, i, -5.0%, 6.2%, -1.1%, ., ., ., -5.8%
COc1ccc(NC(=O)CCC2COc3ccccc3O2)c(OC)c1 (stereo not given)
→ -16.1%[9.22 µM], i, 18.0%, -18.2%, ?, i, -2.5%, 0.8%, -32.0%
CC(C)=CC(=O)N1CCC(Oc2cccc(C(=O)NCc3ccccn3)c2)CC1
→ 1.2%, i, -8.4%, 0.5%, 7.8%, i, 3.8%, ., -10.2%
O=Cc1cc([N+](=O)[O-])ccc1N1CCN(Cc2ccc3c(c2)OCO3)CC1
→ -4.3%, -15.9%, -38.4%, ?, -12.6%, i, 0.3%, -2.6%, 5.9%
Cc1cc(C)n(-c2nc(SCCN(C)C)c3c4c(sc3n2)COC(C)(C)C4)n1
→ -32.7%[inhibitor], i, ?, ?, -23.6%, i, 0.3%, 0.4%, 21.2%
Cc1c(/C=C(\CC(=O)O)c2nc3ccccc3s2)cc(C#N)n1C
→ -0.6%, -7.8%, 14.3%, 6.9%, 27.7%, i, 16.1%, -1.4%, 8.5%
Cc1cccc(Cn2c(C)c(CNC3CCCCCC3)c(C(=O)O)c2C)c1
→ 15.1%, -19.7%, -2.7%, -8.6%, 3.0%, ., ., ., -2.5%
NC(N)=NS(=O)(=O)c1ccc(N/C=C/C(=O)c2ccc(Cl)c(Cl)c2)cc1
→ 10.7%, -10.7%, -7.4%, 55.5%[activator], -6.0%, i, 9.6%, 1.0%, -11.6%
CCOC(=O)c1scc(-c2ccc(C)cc2)c1S(=O)(=O)Nc1cc(C)ccc1C
→ -6.4%, -21.8%, 17.6%, -22.0%, 4.1%, ., ., ., 2.1%
CCOC(=O)CN1C(=O)Nc2ccc(Br)cc2C1c1ccccc1 (stereo not given)
→ 19.7%, -4.4%, -5.4%, ?, 6.7%, i, 6.6%, -0.1%, 10.4%
NC(=O)C1CCCN(C(=O)CCCNC(=O)c2ccc(Cl)cc2)C1 (stereo not given)
→ 10.7%, i, 3.8%, 2.7%, -12.7%, i, -1.6%, 1.7%, 10.8%
Cc1cccc2c(=O)c(Br)c(C)n(Cc3ccccc3)c12
→ -1.4%, i, -15.9%, 4.5%, 0.9%, i, 3.3%, -1.1%, -12.5%
CCCc1cc(=O)n2[nH]c(NCc3ccc(OC)c(OC)c3)nc2n1
→ 9.2%, i, 0.9%, 5.3%, 1.4%, i, 1.0%, -0.2%, 23.2%
CN(C(=O)c1ccccc1C(=O)OCC(=O)c1ccccc1)c1ccccc1
→ 15.9%, -22.9%, -0.7%, -24.8%, 10.4%, i, -9.6%[1.84 µM], -1.4%, 26.1%

# A few values from the list:
# In Abeta rescue, Cc1cc(C)n(-c2nc(SCCN(C)C)c3c4c(sc3n2)COC(C)(C)C4)n1 is listed with -32.7%[inhibitor]
# In GLP1R cytotox, Cc1c(/C=C(\CC(=O)O)c2nc3ccccc3s2)cc(C#N)n1C is listed with 14.3%
